From PubChem
NCF1 inh: p47phox (human) inhibition. p47phox/p22phox peptide binding, fluorescence polarization, 2 h. P14598. AID 1274. actives 0.53% (n = 220,000). inhibition, % at 24.7 µM;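 also: 0% = p47phox with labelled peptide and 100% = labelled peptide alone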
Thrombin inh: blocks human thrombin protease activity; AID 1046; inhibition, % at 5 µM; actives 0.26% (n = 220,000); alpha-thrombin, Boc-VPR-AMC fluorogenic substrate cleavage;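 active = inhibition at or above 40%; inactive = inhibition below 40%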;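 also: 0% = enzyme with no compound and 100% = wells without enzyme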
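Material: human alpha-thrombin enzyme / Medium: pH 7.5 Tris (50 mM) with NaCl 150 mM, Tween 20 0.05% / Compound: single-point dosing at 5 µM, 0.2% DMSO / Incubation: enzyme reaction carried out at room temperature / Detection: AMC fluorescence, 355/460 nm / Read-out basis: percent inhibition scaled between no-compound controls and no-enzyme blanks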
KLK5 inh: kallikrein 5 (human) inhibition; actives 0.59% (n = 210,000); recombinant hK5, fluorogenic AMC substrate cleavage; Q9Y337; inhibition, % at 5 µM;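 active = inhibition of 40% or more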;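 also: 0% = enzyme controls without compound and 100% = no-enzyme blanks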
Target sequence (Q9Y337 67-293 limits assumed): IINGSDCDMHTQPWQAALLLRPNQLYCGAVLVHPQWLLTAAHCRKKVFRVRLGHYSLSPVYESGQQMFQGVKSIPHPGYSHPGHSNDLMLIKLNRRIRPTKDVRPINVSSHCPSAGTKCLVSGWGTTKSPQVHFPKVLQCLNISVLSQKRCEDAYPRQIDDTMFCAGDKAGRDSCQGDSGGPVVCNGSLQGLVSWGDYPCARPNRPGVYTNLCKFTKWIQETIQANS
eIF4E-4G inh: eIF4E/eIF4G interaction inhibition in translation initiation; P63073+Q04637; TR-FRET eIF4E-eIF4GI(517-606) binding, 2 h; inhibition, % at 21.7 µM; actives 0.37% (n = 220,000); AID 782;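 also: 0% = full FRET control wells and 100% = background wells lacking eIF4GI fragment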
Furin inhibitor: blocks human furin protease activity; P09958; purified furin, fluorogenic substrate cleavage; inhibition, % at 30 µM; actives 0.061% (n = 220,000); in the data active = inhibition above about 25%; also: inactives centre near -15
Target sequence (P09958 108-714 limits assumed): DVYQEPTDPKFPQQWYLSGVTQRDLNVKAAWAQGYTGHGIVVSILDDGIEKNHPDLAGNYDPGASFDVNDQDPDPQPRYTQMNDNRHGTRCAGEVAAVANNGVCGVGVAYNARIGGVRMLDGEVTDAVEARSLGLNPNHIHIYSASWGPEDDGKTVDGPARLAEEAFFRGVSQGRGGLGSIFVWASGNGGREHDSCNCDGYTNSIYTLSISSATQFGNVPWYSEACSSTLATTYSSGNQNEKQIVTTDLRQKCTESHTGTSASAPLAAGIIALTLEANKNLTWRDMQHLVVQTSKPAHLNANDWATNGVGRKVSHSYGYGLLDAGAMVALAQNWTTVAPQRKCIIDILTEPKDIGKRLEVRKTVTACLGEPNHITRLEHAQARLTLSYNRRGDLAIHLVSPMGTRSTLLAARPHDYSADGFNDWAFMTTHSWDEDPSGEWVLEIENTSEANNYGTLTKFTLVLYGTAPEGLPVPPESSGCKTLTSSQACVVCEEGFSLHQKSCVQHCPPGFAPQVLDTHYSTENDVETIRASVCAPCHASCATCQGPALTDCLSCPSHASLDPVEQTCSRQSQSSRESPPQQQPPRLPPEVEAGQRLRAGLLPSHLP
EBV gp42 block: EBV gp42 inhibition. Fluorescence polarization binding assay, mP read-out. inhibition, % (tested at 21.74 µM). actives 0.42% (n = 220,000). AID 1085; in the data active = inhibition above about 50%
Rad51 HR inh: blocks human Rad51 in homologous recombination. Q06609. hRad51 DNA strand exchange, fluorescence dequenching. inhibition, % at 10 µM. actives 0.085% (n = 200,000);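 active = inhibition above 40% at the single screening dose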;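 also: 0% = DMSO control wells and 100% = blanks with heterologous ssDNA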
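Test system – preformed human Rad51 ssDNA filaments · Reagent – Donor/quencher-labelled 47-bp dsDNA substrate · Incubation – 37 °C 15-min filament assembly, 30-min compound preincubation, 15-min exchange · Signal – FRET fluorescence dequenching, excitation 485 nm, emission 520 nm · Read-out – percent inhibition from fluorescence, normalised to plate control and blank means · Benchmarks – plate control and blank wells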
14-3-3 Bad inh: disrupts binding of bovine 14-3-3 zeta to phospho-Bad peptide | inhibition, % at 21.7 µM | actives 0.71% (n = 220,000) | TR-FRET 14-3-3zeta/Dy647-pBad peptide displacement, 1 h | AID 781;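 active = inhibition above about 70%, limit read from the data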;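 also: 0% = full 14-3-3 plus peptide FRET controls and 100% = background without 14-3-3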
Target sequence (P63103 whole entry, looked up): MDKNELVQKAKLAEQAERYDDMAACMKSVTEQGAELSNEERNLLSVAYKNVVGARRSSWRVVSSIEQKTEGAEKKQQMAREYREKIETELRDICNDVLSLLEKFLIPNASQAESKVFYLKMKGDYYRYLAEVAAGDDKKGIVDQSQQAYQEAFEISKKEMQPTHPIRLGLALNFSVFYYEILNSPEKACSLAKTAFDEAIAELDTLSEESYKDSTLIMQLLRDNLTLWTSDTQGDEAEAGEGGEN
KCC2 mod: modulators of human KCC2 chloride dependent transport. KCC2 cells, thallium flux FluoZin-2 fluorescence. B-score of Tl+ flux slope (higher = more flux/activation; lower = inhibition) at 10 µM. AID 1456. Q9H2X9. actives 2.2% (n = 190,000);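 active = thallium flux slope and its plate-corrected score both differing from the plate sample mean at a set confidence after two filtering rounds, in either direction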;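 also: slope of fluorescence scaled to starting intensity during 10 to 20 s after thallium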
The depositor's hits bear a star; nt = not tested or not shown; [ ] = remark or other dose.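 The calls were made as follows, unless noted: active = inhibition above about 30% (limit read from the data); inactive = the rest.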

The first three compounds, ahead of the listing:
Structure,NCF1 inh,Thrombin inh,KLK5 inh,eIF4E-4G inh,Furin inhibitor,EBV gp42 block,Rad51 HR inh,14-3-3 Bad inh,KCC2 mod
OC1CCN(C(c2ccc3ncccc3c2)c2nnnn2C2CCCCC2)CC1 (stereo not drawn),-13.1,0.6,-9.3,14.0,-7.0,0.5,0.4,-19.2[fluorescence artefact?],0.0263
C=Cn1cc[n+](CC(=O)c2ccc(C)cc2)c1,7.5,2.4,0.3,2.6,-29.1,-20.2,-3.9,-5.3,-0.00828
CCSc1nnc(NC(=O)C2CCCN(S(=O)(=O)c3cnc[nH]3)C2)s1 (stereo not drawn),-4.2,39.9,35.6,4.4[fluorescence artefact?],-18.0,-3.6,-0.2,1.1[fluorescence artefact?],0.0299

The whole of this part, previewed entries included:
Structure,NCF1 inh,Thrombin inh,KLK5 inh,eIF4E-4G inh,Furin inhibitor,EBV gp42 block,Rad51 HR inh,14-3-3 Bad inh,KCC2 mod
OC1CCN(C(c2ccc3ncccc3c2)c2nnnn2C2CCCCC2)CC1 (stereo not drawn),-13.1,0.6,-9.3,14.0,-7.0,0.5,0.4,-19.2[fluorescence artefact?],0.0263
C=Cn1cc[n+](CC(=O)c2ccc(C)cc2)c1,7.5,2.4,0.3,2.6,-29.1,-20.2,-3.9,-5.3,-0.00828
CCSc1nnc(NC(=O)C2CCCN(S(=O)(=O)c3cnc[nH]3)C2)s1 (stereo not drawn),-4.2,39.9,35.6,4.4[fluorescence artefact?],-18.0,-3.6,-0.2,1.1[fluorescence artefact?],0.0299
CCNC(=S)NNC(=S)NCc1ccccc1,-10.5,-0.6,-15.7,3.5,-21.2,-10.4,-1.2,-2.7,nt
N#Cc1ccccc1OCC(=O)NC(=O)NCc1ccco1,-16.3,0.8,4.0,-9.7,-26.3,-13.5,14.1,4.9,0.915
Nc1ccc(S(N)(=O)=O)cc1N,-0.7,-7.3,2.7,-12.0,-10.9,13.8,-17.5,-4.9,0.357
Cc1ccccc1OCCN1C(=O)NC2(CCCc3ccccc32)C1=O (stereo not drawn),11.9,-0.2,1.4,3.6,-8.7[20 µM],-3.0,10.0,5.0,0.0266
CCCc1ccc(OCc2ccc(C(=O)Nc3cccc(C)n3)o2)c(OC)c1,-4.9,39.2,25.9,1.0,-10.0,9.9,-16.1,5.0,0.493
CCN1CCN(C(=O)Cn2ncc3ccsc3c2=O)CC1,-19.1,-3.9,-4.2,1.1[fluorescence artefact?],-19.0,-9.0,-1.3,-0.1[fluorescence artefact?],0.554
CCn1c(N2CCN(C(=O)/C=C/c3ccccc3)CC2)nc2ccccc21,5.2,0.6,-4.2,0.2,-1.9,-5.2,-14.2,-3.0,-1.03
O=[N+]([O-])c1cc(/C=N/O)ccc1SCc1ccccc1,3.1,2.0,2.3,3.9,-10.3[20 µM],-24.9,0.7,1.2,0.515
O=C(/C=C/c1cccc([N+](=O)[O-])c1)NCCSCc1cccc(Cl)c1,-7.1,-5.6,-24.8,3.0,-28.4,12.3,5.5,-13.5[fluorescence artefact?],-1.87
COc1ccccc1NC(=S)NCCc1ccccc1,-2.3,5.3,0.9,-3.7,-12.7[20 µM],-15.5,-3.0,-8.1[fluorescence artefact?],-1.45
NNC(=S)Nc1cccc(-c2n[nH]c(=S)o2)c1,-15.8,-10.1,-0.5,-12.0,-12.9,-10.9,9.9,-0.9,0.278
COc1ccc2c(c1)c(C(=O)N/N=C/c1ccc(Br)cc1)c(C)n2C,-9.3,3.2,-0.3,-2.7,-11.7,-2.8,16.1,0.8,0.354
CCOC(=O)c1ccc(NC(=O)Nc2c(C)nn(C)c2C)cc1,-1.6,-3.1,15.6,0.2,1.4[20 µM],-0.7,6.0,13.4,nt
Cc1cc(C)n(CC2CC(=O)N(c3ccccc3)C2=O)n1 (stereo not drawn),-4.9,-2.7,-3.2,-0.3,-28.0,-5.8,19.6,0.6,-0.129
O=C(OCc1nc2ccc(Cl)cc2n1CCO)c1ccc(O)cc1,-6.2,20.9,-1.1,-0.9,-4.2,-0.5,-1.5,9.1,-0.0698
COC(=O)CNC(=O)COC(=O)/C=C/c1cccs1,2.0,-6.5,3.3,-1.9,-10.2,2.0,-19.7,-5.7,-0.673
COc1ccc(Cc2nnc(NC(=O)CSc3ccc(C)cc3)s2)cc1OC,-3.4,9.7,1.3,-5.3,-22.7,-14.9,-4.0,-8.0,0.193
CC(C)(C)/C(O)=C/c1nc2ccccc2oc1=O,-11.1,-0.5,-4.5,-2.3,-22.8,-17.7,23.9,-28.6,0.772
O=C(/C=C/Nc1ccc(S(=O)(=O)Nc2cnc3ccccc3n2)cc1)c1cccnc1,-19.1,-9.8,-3.0,-3.5,-12.6,0.9,nt,-3.0,-0.253
O=C(CSc1nc(O)c(Cc2ccccc2)c(=O)n1-c1ccccc1)N1CCOCC1,3.9,2.8,-4.0,nt,-17.3[20 µM],-21.3,2.3,nt,0.393
O=C(CNc1ccccc1OC(F)F)N1CCc2ccccc21,-5.8,-7.9,-8.6,2.2,-17.7,-0.6,-2.5,-5.1,-0.38
CC(=O)Oc1ccc(Oc2ccc(-c3noc(C)n3)cc2)cc1,-19.4,-2.5,-15.0,3.2[fluorescence artefact?],-7.4[20 µM],-13.1,-3.0,-6.0,-0.599
Cc1c(/C(Cc2ccccc2)=N/O)c2ccccc2n1C,-9.1,-0.6,-5.0,2.8,-4.5[20 µM],-9.1,-6.4,-9.5,-0.208
Cc1ccc(/C(N)=N/OC(=O)c2ccc(F)cc2)cc1,-5.8,15.5,4.7,3.0,-19.9[20 µM],-4.2,4.1,8.3,nt
O=C1CCC(=O)N(O)CCCCCNC(=O)CCC(=O)N(O)CCCCCNC(=O)CCC(=O)N(O)CCCCCN1,0.3,2.6,3.8,-24.3,-39.4,-11.8,-10.5,-5.0,0.328
Cc1c(/C=N/n2cnnc2)c2ccccc2n1CCOc1ccc(Cl)cc1,0.3,4.3,-12.6,-0.6,-7.3,-11.4,3.4,0.3,nt
CCOC(=O)c1sc(=NC(=O)CCSc2ccccc2)n(C)c1C,-14.4,-4.1,1.4,-3.5,-6.3,-10.2,0.5,-2.2,0.00754

Structure,NCF1 inh,Thrombin inh,KLK5 inh,eIF4E-4G inh,Furin inhibitor,EBV gp42 block,Rad51 HR inh,14-3-3 Bad inh,KCC2 mod
COc1ccc(N2CCN(CC(=O)Nc3ccc(-n4cnnn4)cc3)CC2)cc1,-4.3,-4.9,-10.6,2.4,-8.4[20 µM],-0.4,-1.0,-7.5,1.24
CCOc1ccc(NC(=O)N(C2CCCCC2)C(C)c2ccncc2)cc1 (stereo not drawn),-3.4,-2.5,1.9,1.2,-14.5,-12.1,-2.7,6.5,nt
COc1cc(C=C(c2nc3ccccc3s2)c2nc3ccccc3s2)ccc1O,-44.7,-2.7,-20.1,3.3,-15.2,-24.2,nt,-5.0,-1.68
CCNC(=O)N1CCOCC1,-5.3,-2.6,-1.6,9.6,-12.2[20 µM],-4.4,-2.5,-8.0,0.0917
COCc1cc(Sc2ccc(Cl)cc2)nc(C)n1,-10.2,2.2,-9.4,2.9,-22.2,-4.2,3.2,-1.1,0.611
CC1CCCCN1C(=O)COC(=O)c1n[nH]c2ccccc12 (stereo not drawn),-9.6,5.0,-1.0,-17.1,-17.5[20 µM],-6.7,4.9,-3.7,-0.419
COc1ccc2nc(-n3c(C)ccc3C)sc2c1,-14.8,0.5,-4.7,0.2,-15.8[20 µM],-13.3,-4.4,4.2,1.45
CCOCCCNC(=O)c1c[nH]c2c(CC)cccc2c1=O,6.5,-5.7,-5.2,2.1,-15.5,-9.8,2.0,-4.3,0.162
CCCNC(=O)c1onc(CSc2ccc(F)cc2)c1C(=O)NCCC,0.2,-0.5,4.2,0.6,-24.7,-12.2,1.3,-3.8,-0.303
COc1ccc(/C(O)=C2\C(=O)C(=O)N(c3cc(C)on3)C2c2cccc(OC)c2OC)cc1C (stereo not drawn),-3.5,3.3,8.9,4.3,-5.5,0.2,2.6,-5.3,nt
Cc1ccc(CNC(=O)C2CCCN(c3nc4ccccc4o3)C2)cc1 (stereo not drawn),0.6,-7.9,-7.4,3.4[fluorescence artefact?],-13.7,0.9,nt,-4.2[fluorescence artefact?],-0.47
O=C(CCCOc1ccc(Cl)cc1Cl)Nc1cccnc1,-6.1,0.4,-10.5,2.7,-13.4[20 µM],-0.6,nt,78.4*,-1.75
COc1ccccc1NC(=O)C(=O)N/N=C(\C)CC(=O)Nc1ccccn1,-6.4,-5.4,-13.4,-1.2,-8.9,8.0,5.3,-15.9,2.46
Cn1c(=O)[nH]c(=O)c2c1nc(Sc1ccccc1)n2CCc1ccccc1,-15.8,-0.8,-9.8,4.9,-19.4,-12.4,0.9,2.6,-0.708
CNCCOc1ccccc1-c1ccccc1,-9.4,0.7,-15.5,-12.4,-22.0[20 µM],-14.4,1.9,35.8,0.312
Cc1ccccc1-c1nc(-c2ccc(NC(=O)c3ccc4c(c3)OCO4)cc2)no1,-19.2,-6.6,-15.2,-23.1,-17.2[20 µM],-18.3,-7.1,5.6[fluorescence artefact?],0.279
CCN(CC)S(=O)(=O)c1ccc(C(=O)Nc2nnc(C(C)C)s2)cc1,-2.7,0.1,-0.1,3.0,-22.6,-13.9,-3.7,67.2,nt
Cc1ccc(OCC(=O)N2CCN(C(=O)CCC3CCCC3)CC2)cc1,-8.1,-1.8,17.6,8.4,-22.2[20 µM],-21.7,12.9,-1.2,-0.524
CC(=O)NS(=O)(=O)c1ccc(N=c2ssc3c2-c2cc(C)ccc2NC3(C)C)cc1,-1.3,1.7,-1.0,5.0,-14.6,-0.8,7.4,-4.5,-0.868
Cc1c(Br)c(=O)oc2c(Br)c(O)c(O)cc12,1.1,0.1,-101.3,1.7[fluorescence artefact?],-17.3,-9.7,nt,8.4[fluorescence artefact?],0.673
N#Cc1ccccc1NCc1ccccc1,-7.7,-2.8,-29.9,7.1,-7.5[20 µM],-19.4,-3.3,7.8,-1.58
CCCCc1c(C)nc(Nc2ccc(OC)cc2)[nH]c1=O,-13.1,2.0,-0.1,0.1,-20.0,-17.9,nt,-18.6,-0.082
COc1ccc(-c2nc(N3CCC(C)CC3)[nH]c(=O)c2C#N)cc1,-36.3,-3.4,-10.1,nt,-16.5[20 µM],-10.2,4.6,nt,nt
CCOC(=O)c1cnc(-n2nc(C)cc2C)nc1Oc1ccc(C(=O)OC)cc1,-1.3,0.8,-0.4,-4.2,-10.3,-8.1,20.1,8.1,-1.23
COCCNC(=O)C(C)Oc1ccccc1 (stereo not drawn),-11.6,2.3,-19.3,3.8,-15.8,-2.1,3.1,31.7,0.0976
O=C(NCCO)C1COc2ccccc2O1 (stereo not drawn),-0.2,-10.8,8.0,-2.2,-18.1,3.1,nt,-10.1,nt
CSc1ncc(Cl)c(C(=O)Nc2sc3c(c2C(=O)NCc2ccco2)CCCC3)n1,-13.2,-3.8,1.6,2.9,-13.0,-44.1,-16.6,5.0,nt
Cc1c(C(=O)NCc2ccccc2)c(-c2ccccc2)nn1-c1ccccc1,2.9,1.4,-14.9,1.6[fluorescence artefact?],-15.2[20 µM],-26.9,5.5,-5.1,-1.29
O=C(Cn1c(=O)[nH]c2ccsc2c1=O)NC1CCCCC1,-3.9,-2.2,-2.7,6.5[fluorescence artefact?],-20.5,-1.6,-8.8,10.9[fluorescence artefact?],nt

Rows are unselected. Share with any hit: about 4.7%.
